FBW7 act: FBW7 E3 ligase activators, primary screen, biochemical, AlphaScreen, human. 650,000 tested, 0.13% active. normalized activity (activation), % at 26.1 µM. AlphaScreen FBW7–phospho-cyclin E peptide binding, activator screen. F-box/WD repeat-containing protein 7 (Homo sapiens), Q969H0; in the data active means normalized activity above about 1.9%;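 further: purified mutant Fbw7 with reduced substrate affinity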
Target sequence (Q969H0 whole entry, looked up): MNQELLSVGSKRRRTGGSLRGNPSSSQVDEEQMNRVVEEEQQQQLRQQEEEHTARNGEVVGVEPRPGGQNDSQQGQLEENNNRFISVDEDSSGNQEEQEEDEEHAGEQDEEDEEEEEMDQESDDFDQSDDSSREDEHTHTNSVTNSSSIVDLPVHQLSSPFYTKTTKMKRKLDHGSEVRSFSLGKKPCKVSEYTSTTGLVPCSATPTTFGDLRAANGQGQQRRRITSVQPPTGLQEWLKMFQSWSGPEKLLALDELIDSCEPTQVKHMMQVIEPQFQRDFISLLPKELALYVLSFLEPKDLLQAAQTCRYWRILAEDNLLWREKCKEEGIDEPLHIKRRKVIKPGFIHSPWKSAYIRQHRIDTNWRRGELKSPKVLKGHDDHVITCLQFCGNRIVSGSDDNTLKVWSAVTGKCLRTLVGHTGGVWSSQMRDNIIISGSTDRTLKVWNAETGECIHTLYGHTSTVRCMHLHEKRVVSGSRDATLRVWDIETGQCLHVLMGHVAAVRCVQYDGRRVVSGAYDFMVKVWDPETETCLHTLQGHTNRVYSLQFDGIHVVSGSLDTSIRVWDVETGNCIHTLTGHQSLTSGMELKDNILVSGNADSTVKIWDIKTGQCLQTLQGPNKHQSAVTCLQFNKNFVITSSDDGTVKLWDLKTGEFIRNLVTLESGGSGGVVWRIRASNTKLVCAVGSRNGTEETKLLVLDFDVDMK
MITF inh: MITF inhibitors, primary screen, biochemical, AlphaScreen, human; inhibition, % at 2.6 µM; AID 1259374, 2018; 650,000 tested, 0.91% active; Microphthalmia-associated transcription factor (Homo sapiens), O75030; AlphaScreen MITF homodimerization, bead proximity signal; in the data active means inhibition above about 50%;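 further: 0% = vehicle wells with protein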
GPR151 activ: activators of human GPR151, primary screen, cell-based, PathHunter beta-arrestin, luminescence. PathHunter beta-arrestin GPR151 cells. 650,000 tested, 1% active. activation, % at 11.2 µM. G-protein coupled receptor 151 (Homo sapiens), Q8TDV0. AID 1508602, 2020; in the data active means activation above about 4.9%;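 further: 0% = median of compound wells and 100% = cells with positive control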
TEAD-YAP block: TEAD-YAP interaction inhibition, primary screen, TEAD-YAP interaction inhibitor project, luminescence, HEK-TIYL cells. TEAD-Gal4/YAP UAS-luciferase luminescence. inhibition, % at 9.12 µM. 640,000 tested, 1.4% active. AID 1259422, 2018; in the data active means inhibition above about 32%;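 further: 0% = median of test compound wells and 100% = reference inhibitor wells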
Active calls of the source: *.

Structure | GPR151 activ | TEAD-YAP block | MITF inh | FBW7 act
COc1ccc(C(=O)NCC(c2ccco2)S(=O)(=O)c2cccs2)cc1OC (stereo unspecified) | -0.1 | 5 | 17 | 0.1
CSc1nsc(SC)c1C(=O)Nc1ccccc1I | -1.1 | 6 | 11 | 0.0
COc1ccc(OC)c(C2SCCN2S(=O)(=O)c2ccc3ccccc3c2)c1 (stereo unspecified) | 1.0 | -6 | 4 | 0.6
COC(=O)c1ccc(NC(=O)C23CC4CCC2(C)C4(C)CO3)cc1 (stereo unspecified) | -0.1 | -34 | 11 | 1.0
O=C(COc1ccc(Cl)cc1)NNC(=O)Cc1ccc([N+](=O)[O-])cc1 | -0.6 | 4 | -3 | -0.1
CN(C)c1ccc(/C=C2\N=C(c3cccc([N+](=O)[O-])c3)OC2=O)cc1 | 0.7 | -3 | 9 | 0.0
COc1ccccc1/C=C(\C#N)C(=O)Nc1ccccc1C | -0.6 | -10 | 13 | 0.2
CCOc1ccc(NC(=O)c2cccc(C(=O)Nc3ccc(OCC)cc3)c2)cc1 | -0.3 | 0 | 9 | 0.1
Cc1cnc(CNc2cc(-c3ccc(F)cc3)nc(-c3ccncc3)n2)nc1 | -0.4 | 2 | 3 | -0.2
OC1(c2ccccc2F)CCN(Cc2nnnn2C2CCCC2)CC1 | -1.1 | 5 | 15 | 1.3
CCOC(=O)c1c(C)n(C)c2c1cc(OC(=O)Cc1ccccc1)c1ccccc12 | -0.4 | -6 | -16 | 0.1
COC(=O)c1c(-c2ccncc2)csc1NC(=O)c1oc2ccccc2c1C | 0.7 | 2 | 14 | -0.6
COc1cc(/C(C)=N\NC(=O)c2cc(-c3cccs3)[nH]n2)ccc1O | 0.4 | -10 | 7 | 0.0
O=S(=O)(NCc1ccccc1)c1cccc(S(=O)(=O)NCc2ccccc2)c1 | 0.1 | 4 | 4 | 0.0
CC1=Nc2cc(C(=O)NCCCN3CCOCC3)ccc2Sc2c(C)ccc(C)c21 | -0.2 | -13 | 4 | -0.1
CCOC(=O)C1=CN(c2cc(C)ccc2C)C=C(C(=O)OCC)C1c1ccccc1OC | 0.6 | 3 | -1 | 0.0
CC(c1ccc(F)cc1)n1cc(C(=O)NCCN2CCCCCC2)nn1 (stereo unspecified) | 0.5 | 19 | 2 | 0.4
COCCCNC(=O)c1ccc(CS(=O)(=O)c2ccc(Cl)cc2)o1 | -0.9 | 7 | 10 | 0.0
Cc1[nH]c(=O)[nH]c(=O)c1S(=O)(=O)Nc1cccc(Cl)c1C | 1.2 | 4 | -4 | 0.0
Cc1cc(NC(=O)Cn2c(=O)n(-c3ccccc3)c(=O)c3sccc32)n[nH]1 | 0.2 | 3 | -15 | -0.1
Cc1ccc(CN(Cc2ccco2)C(=S)Nc2ccc(Cl)cc2)cc1 | 0.3 | 4 | -4 | 0.1
Nc1nnnn1/N=C\c1ccc(-c2ccc3c(c2)COC3=O)o1 | 0.2 | -1 | -2 | -0.3
CCOC(=O)c1sc(NC(=O)Cn2nc(C)c([N+](=O)[O-])c2C)c(C(=O)OCC)c1C | 0.1 | -6 | 4 | -0.5
CC(C)c1ccc(C(=O)CC2(O)C(=O)Nc3ccc(Cl)cc32)cc1 (stereo unspecified) | 0.4 | -1 | -8 | 0.0
CCOC(CNC(=O)c1cc(Sc2ccc(C)cc2)nc2ccccc12)OCC | 0.6 | 3 | 13 | -0.1
Cc1nnc(SCC(=O)c2ccc(F)cc2)n1C | -1.6 | -16 | 15 | 0.5
Cc1cc(NC(=O)c2cccc(N3C(=O)C4C5C=CC(C5)C4C3=O)c2)no1 (stereo unspecified) | -1.6 | -2 | 4 | 0.5
O=C(CSc1ncccc1C(=O)O)Nc1ccc(F)cc1 | 0.6 | 1 | 1 | 0.4
CC1=C(C#N)C(=O)N(CCO)C(=O)/C1=C/c1ccc(-c2ccc3c(c2)COC3=O)o1 | -2.2 | -11 | 6 | -0.4
COc1ccc(CCNc2ncnc3[nH]ncc23)cc1 | 2.4 | 25 | -2 | 0.1
COc1ccc(-c2noc(CN(C(=O)c3cccc([N+](=O)[O-])c3)C(C)C)n2)cc1 | 0.1 | -24 | -32 | -0.3
COc1cccc(-c2cc(CC(=O)NCCC3=CCCCC3)no2)c1 | 6.1* | -17 | -7 | -0.1
Cc1ccc2nc(NCCNC(=O)C(C)C)c(C)cc2c1 | 0.0 | -45 | 5 | 0.9
CC(C)CNC(=O)COC(=O)c1ccc([N+](=O)[O-])cc1Cl | 0.6 | 0 | -6 | 0.0
O=C(CNC(=O)c1ccccc1)NCC(=O)OCc1ccc(Cl)cc1 | -0.7 | 8 | 30 | 0.0
CC1(C)CC(=O)C2=C(C1)NC1=C(C(=O)CC(C)(C)C1)C2c1cccc(C(F)(F)F)c1 | -1.4 | 2 | 20 | 0.2
COC(=O)c1cc(S(=O)(=O)N2CCCN(Cc3ccc(F)cc3)C2)c[nH]1 | -1.3 | -5 | -6 | -0.2
Cc1ccc(-c2nnc(SCC(=O)N3CCOCC3)o2)cc1C | -0.4 | -52 | 4 | -0.8
CCOc1ccc(-n2nc(C(=O)Nc3ccc(Br)cc3C)c3ccccc3c2=O)cc1 | -1.8 | 10 | 12 | 0.7
O=C(NCC(c1cccnc1)N1CCN(c2ccc(F)cc2)CC1)c1cccs1 (stereo unspecified) | -0.1 | 2 | 21 | -0.3

Arranged by molecular weight (highest first): part of the list above.
Structure | GPR151 activ | TEAD-YAP block | MITF inh | FBW7 act
CCOc1ccc(-n2nc(C(=O)Nc3ccc(Br)cc3C)c3ccccc3c2=O)cc1 | -1.8 | 10 | 12 | 0.7
CCOC(=O)c1sc(NC(=O)Cn2nc(C)c([N+](=O)[O-])c2C)c(C(=O)OCC)c1C | 0.1 | -6 | 4 | -0.5
CC1(C)CC(=O)C2=C(C1)NC1=C(C(=O)CC(C)(C)C1)C2c1cccc(C(F)(F)F)c1 | -1.4 | 2 | 20 | 0.2
CCOC(CNC(=O)c1cc(Sc2ccc(C)cc2)nc2ccccc12)OCC | 0.6 | 3 | 13 | -0.1
CC1=C(C#N)C(=O)N(CCO)C(=O)/C1=C/c1ccc(-c2ccc3c(c2)COC3=O)o1 | -2.2 | -11 | 6 | -0.4
COc1ccc(-c2noc(CN(C(=O)c3cccc([N+](=O)[O-])c3)C(C)C)n2)cc1 | 0.1 | -24 | -32 | -0.3
COC(=O)c1cc(S(=O)(=O)N2CCCN(Cc3ccc(F)cc3)C2)c[nH]1 | -1.3 | -5 | -6 | -0.2
Cc1ccc(CN(Cc2ccco2)C(=S)Nc2ccc(Cl)cc2)cc1 | 0.3 | 4 | -4 | 0.1
Cc1cc(NC(=O)c2cccc(N3C(=O)C4C5C=CC(C5)C4C3=O)c2)no1 (stereo unspecified) | -1.6 | -2 | 4 | 0.5
Cc1ccc(-c2nnc(SCC(=O)N3CCOCC3)o2)cc1C | -0.4 | -52 | 4 | -0.8
Cc1nnc(SCC(=O)c2ccc(F)cc2)n1C | -1.6 | -16 | 15 | 0.5

Next section:
Structure | GPR151 activ | TEAD-YAP block | MITF inh | FBW7 act
CCOC(=O)c1c(NC(=O)c2ccccc2F)sc2c1CC(C)(C)NC2(C)C | 2.2 | 1 | 0 | 0.0
CCSc1sc(CC)cc1C(N)=O | -0.5 | -7 | 19 | 0.1
Cc1cccc(-c2nc(Nc3cccc(C(F)(F)F)c3)c3ccccc3n2)c1 | 0.1 | 4 | 16 | 0.3
CC1=C(C(=O)OCC(C)C)C(c2ccc(O)cc2)C2=C(CC(c3cccs3)CC2=O)N1 (stereo unspecified) | 0.7 | 7 | 1 | 0.7
COc1ccc(-c2nn3c(SCC(=O)Nc4ccc(F)cc4)nnc3[nH]c2=O)cc1 | 0.0 | 3 | 20 | 0.0
O=C(CCCCCN1C(=O)c2ccccc2C1=O)Oc1ccc([N+](=O)[O-])cc1 | -2.5 | -4 | -16 | 0.1
CC(C)(C)NC(=O)c1cc(NC(=O)Cc2ccccc2)cc(NC(=O)Cc2ccccc2)c1 | -0.9 | 3 | -23 | 0.0
COc1ccc(OC)c(N(CC(=O)N2CCC(C)CC2)S(=O)(=O)c2ccccc2)c1 | 0.7 | 6 | 0 | 0.0
CCOC(=O)C1C(=O)CC(C)(O)C(C(=O)OCC)C1c1c[nH]c2ccccc12 (stereo unspecified) | -0.2 | -3 | -2 | 0.0
C/C(=N\Nc1ccc(S(=O)(=O)O)cc1)c1ccc([N+](=O)[O-])o1 | 0.1 | -2 | 60* | -0.1
Cc1cc(Cl)ccc1NC(=O)Cn1c2ccccc2c(=O)c2cc([N+](=O)[O-])ccc21 | -1.6 | -8 | 21 | 0.1
COc1cc(C(N)CC(=O)O)ccc1OCc1cccc(C(F)(F)F)c1 (stereo unspecified) | -0.5 | 4 | -9 | -0.2
COc1ccc(CCNC(=O)Nc2cccs2)c(OC)c1 | -0.7 | -6 | 10 | 0.0
COc1cccc(C(=O)Nc2cc(C)nn2-c2nc3ccccc3s2)c1OC | -0.2 | -14 | 4 | -0.1
O=C(O)CCNCc1c(Cl)cccc1Cl | 1.5 | -13 | -14 | 0.1
CN(C(=O)c1ccco1)c1nc(-c2ccc(Cl)cc2)cs1 | 2.4 | 2 | 10 | 0.1
O=C(CSc1ccc(F)cc1)N1CCC(Cn2cccn2)CC1 | -0.9 | -9 | 7 | 0.6
N#Cc1ccc(Oc2ccccc2N2C(=O)C3CCCCC3C2=O)cc1 (stereo unspecified) | 0.1 | -4 | 2 | -0.1
CSCCC1NC(=O)N(Cc2c(Cl)cccc2Cl)C1=O (stereo unspecified) | 1.7 | 5 | -1 | -0.1
CCn1c(=S)sc2c(=O)n(-c3ccccc3)c(SCc3ccccc3Cl)nc21 | -1.5 | -8 | 6 | 0.1
CN(C)C(=O)c1cc(CNCc2cccc(Cl)c2)cc(NC(=O)c2ccccn2)c1 | 0.8 | -4 | -14 | -0.2
Cc1ccc(-c2nnc(SCC(=O)N3CCCC(C)C3)n2C)cc1 (stereo unspecified) | 0.9 | -1 | 3 | -0.1
Cc1nc(CSc2nc3[nH]ncc3c(=O)n2-c2ccccc2)cs1 | -1.1 | 5 | 6 | 0.2
c1ccc(CCCN2CCN(C3CCCC3)CC2)cc1 | 0.2 | 3 | 13 | -0.1
O=C(Nn1cnnc1)C(=O)c1c(-c2ccccc2)cc2ccccn12 | -0.6 | 9 | -3 | 0.0
Cn1c(C(=O)NCc2ccc(Cl)cc2)cc2c(=O)n3ccccc3nc21 | -1.3 | -12 | -6 | 0.0
O=C(COc1ccc(/C=N/NS(=O)(=O)c2ccccc2)cc1)Nc1cccc(Cl)c1 | -0.2 | -11 | 2 | -0.1
COc1ccc(C2C(C(N)=O)=C(C)Nc3nc(-c4ccc(F)cc4)nn32)cc1OC (stereo unspecified) | 0.8 | -2 | 2 | 0.1
COc1ccccc1C(=O)N/C(=C/c1ccc2c(c1)OCO2)C(=O)N1CCCCC1 | 0.1 | -10 | 11 | -0.1
CCn1c(C)nc2c(Br)c(O)c(Br)cc21 | 1.3 | 10 | 13 | 0.4
CC(=O)N1c2ccccc2NC2=C(C(=O)CC(c3ccc(Cl)cc3)C2)C1c1ccccc1 (stereo unspecified) | 0.3 | 8 | 16 | 0.1
CCN1C(=O)c2cccc3c(NS(=O)(=O)c4ccccc4[N+](=O)[O-])ccc1c23 | -0.2 | 6 | 2 | -0.1
CCOC(=O)C1=C(CN2CCC(Cc3ccccc3)CC2)NC(=O)NC1c1ccccc1 (stereo unspecified) | -0.5 | 9 | -9 | -0.3
O=C(Nc1ccccc1C(=O)N1CCOCC1)c1ccc([N+](=O)[O-])cc1 | -0.7 | -6 | -6 | 0.1
NNC(=S)/N=C/c1c2ccccc2cc2ccccc12 | -1.3 | 8 | 7 | -0.1
C=CC[C@H]1CC(C)=C[C@H](CC=C)N1 | -0.6 | 8 | -16 | -0.1
COc1cc(OC)c(OC)cc1/C=N/Nc1ccc(Cl)c(C(=O)O)c1 | 0.9 | -23 | -1 | -0.2
COc1cc(C=O)ccc1OCCOc1cccc(Br)c1 | 0.5 | 2 | 3 | 0.1
O=C(NC1CCCCC1)NC1(C(=O)Nc2ccc3c(c2)OCCO3)CCCCC1 | 1.5 | 8 | 0 | -0.1
CCCCc1ccc(C2=N/C(=C\c3ccccc3OC)C(=O)O2)cc1 | -0.2 | -3 | -5 | 0.0
COc1ccc(OC)c(NC(=S)NNC(=O)C(C)Oc2ccc([N+](=O)[O-])cc2)c1 (stereo unspecified) | -1.0 | -7 | 10 | -0.1
CCC(CC)C(=O)Nc1nnc(SCC(=O)Nc2nnc(C)s2)s1 | 4.9* | 1 | 4 | 0.2
CCn1cc(NC(=S)Nc2sc3c(c2C(=O)OC)CCC(C)C3)c(C(N)=O)n1 (stereo unspecified) | 0.3 | -6 | -6 | -0.2
O=C1C(Cl)=C(N2CCN(c3ccccc3)CC2)C(=O)N1c1ccccc1 | -0.9 | 5 | -1 | 0.1

Bioassay records (PubChem)

This is a random part of the collection; about 3.4% have a hit in one of these screens.
